# MEX-5 binding = MEX-5 zinc finger RNA-binding disruptors – biochemical, C. elegans, fluorescence polarization, MLPCN library, primary screen; Zinc finger protein mex-5 (Caenorhabditis elegans), Q9XUB2; MEX-5/FITC-TCR2 RNA binding; stronger effect = lower value; activity score (negative = inhibition of binding), % at 10 µM; 300,000 compounds, 0.38% hits; AID 1832, 2009;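 active means inhibition past about -25% in most replicates, and total fluorescence under double the plate's negative control median, limit read from the data; inconclusive means replicates evenly split on the limit, or fluorescence at least double controls; inactive means too little inhibition in most replicates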;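 further: 0% = DMSO and -100% = 5 µM competing unlabeled TCR2 RNA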
# GLD-1 TGE inh = GLD-1/TGE RNA complex disruptors, primary screen, biochemical, fluorescence polarization; inhibition, % at 5.96 µM; purified GLD-1 + fluorescein TGE RNA; 320,000 compounds, 0.44% hits;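 active means percent inhibition above a per-plate cutoff, the plate mean of test compounds plus 3 SD, cut at about 30% in these data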;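 further: 0% = DMSO wells with GLD-1 and probe and 100% = wells lacking GLD-1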
# BCLXL inh = inhibitors of human Bcl-xL, primary screen, biochemical, fluorescence polarization, HTS | GST-Bcl-xL / FITC-Bim BH3 peptide fluorescence polarization | inhibition, % at 10.9 µM | 320,000 compounds, 0.7% hits | AID 2129, 2009;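 active means inhibition above the mean of all tested compounds plus 3 SD, cutoff set per campaign, cut at about 30% in these data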;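 further: 0% = DMSO wells and 100% = unlabeled Bim-BH3 peptide competitor; inhibitors lower millipolarization by displacing the labeled peptide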
# VLA-4 inh = inhibition in human VLA-4 binding assay, primary screen, VLA-4 allosteric modulator project, MLPCN library, flow cytometry, VLA-4 expressing cells | inhibition, % (about 7 µM as worked out from the volumes in the protocol) | ligand binding flow cytometry | Integrin alpha-4 (Homo sapiens), P13612 | 330,000 compounds, 0.2% hits; in the data active means inhibition above about 50%
# MCL1-BIM inh = inhibitors of MCL1 binding to BIM-BH3, primary screen, biochemical, fluorescence polarization; Induced myeloid leukemia cell differentiation protein Mcl-1 (Homo sapiens), Q07820; GST-MCL1 / FITC-Bim-BH3 fluorescence polarization; inhibition, % at 10.9 µM; 320,000 compounds, 0.68% hits; AID 2057, 2009;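 active means inhibition above the mean inhibition of all tested compounds plus 3 SD, set per campaign, cut at about 40% in these data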;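 further: 0% = DMSO wells and 100% = unlabeled Bim-BH3 peptide control; higher means more loss of mP so more displacement of Bim peptide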
# Target sequence (Q07820 whole entry, looked up): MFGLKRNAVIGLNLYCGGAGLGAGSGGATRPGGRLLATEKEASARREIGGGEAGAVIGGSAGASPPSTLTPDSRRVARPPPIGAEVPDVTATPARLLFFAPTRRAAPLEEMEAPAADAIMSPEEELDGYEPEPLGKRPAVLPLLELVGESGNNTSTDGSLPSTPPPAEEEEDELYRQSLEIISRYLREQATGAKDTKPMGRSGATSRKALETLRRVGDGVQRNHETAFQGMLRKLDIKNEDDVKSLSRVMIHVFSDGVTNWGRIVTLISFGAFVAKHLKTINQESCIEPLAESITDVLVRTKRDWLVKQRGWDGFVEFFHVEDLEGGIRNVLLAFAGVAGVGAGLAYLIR
# GRK2 inh = compounds blocking aptamer binding on GRK2 – biochemical, human GRK2, bead flow cytometry, HTS, primary screen. FAM-aptamer displacement from GRK2. 330,000 compounds, 0.59% hits. Beta-adrenergic receptor kinase 1 (Homo sapiens), P25098. inhibition of aptamer binding, % at 10 µM;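 active means inhibition of aptamer binding above 40%, roughly 3 SD of noise, on plates passing a quality check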;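 further: median bead fluorescence of bound FAM aptamer so fluorescent compounds give negative values; no value below 0 was filed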
# Target sequence (P25098 whole entry, looked up): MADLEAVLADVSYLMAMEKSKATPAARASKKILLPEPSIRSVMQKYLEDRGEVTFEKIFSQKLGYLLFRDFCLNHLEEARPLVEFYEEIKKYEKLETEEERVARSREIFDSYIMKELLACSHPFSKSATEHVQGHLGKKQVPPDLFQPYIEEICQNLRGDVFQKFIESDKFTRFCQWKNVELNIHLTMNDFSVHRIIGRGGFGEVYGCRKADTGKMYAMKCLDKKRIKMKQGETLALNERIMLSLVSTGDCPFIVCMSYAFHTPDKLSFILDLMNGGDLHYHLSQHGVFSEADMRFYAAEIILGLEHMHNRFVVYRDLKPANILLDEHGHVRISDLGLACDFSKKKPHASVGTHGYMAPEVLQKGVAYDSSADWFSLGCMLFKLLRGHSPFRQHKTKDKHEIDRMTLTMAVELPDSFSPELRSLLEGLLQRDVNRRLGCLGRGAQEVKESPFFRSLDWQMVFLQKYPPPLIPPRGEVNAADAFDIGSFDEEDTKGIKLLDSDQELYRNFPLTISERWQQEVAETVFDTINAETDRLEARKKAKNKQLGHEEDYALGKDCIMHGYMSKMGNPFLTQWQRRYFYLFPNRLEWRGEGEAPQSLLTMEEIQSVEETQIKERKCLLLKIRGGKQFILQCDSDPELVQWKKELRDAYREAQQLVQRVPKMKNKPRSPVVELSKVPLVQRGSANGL
# Yeast superoxide = reduction of superoxide in aged yeast, primary screen, HTS. 330,000 compounds, 0.18% hits. superoxide response (% of plate mean), % at 10 µM. S. cerevisiae aged cells, superoxide DHE fluorescence; stronger effect = lower value;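 active means superoxide response under a set limit, about three screen SD below normal, cut at about 65% in these data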;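 further: yeast aged for seven days with compound at 30 °C before DHE staining; 100% = average MFI of all compound-treated wells on the plate with controls excluded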
# AGP1-GFP MLPCN = modulators of AGP1-GFP expression in yeast TOR pathway, primary screen, cell-based, multiplex flow cytometry, S. cerevisiae, MLPCN library | 3 h; GFP as percent of DMSO wells | GFP response vs DMSO, % at 10 µM | 320,000 compounds, 0.02% hits;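 active means GFP response relative to DMSO above a set limit, near screen average plus 3 SD, cut at about 150% in these data; inconclusive means fewer than 70 cells counted for the yeast strain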;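 further: median GFP channel fluorescence of the gated AGP1 strain per well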
# CIT2-GFP yeast = modulators of CIT2-GFP expression in yeast, primary screen, S. cerevisiae, GFP fusion, multiplex flow cytometry, MLPCN library; S. cerevisiae CIT2-GFP strain, 3 h; 100 means same as DMSO wells; GFP response vs DMSO, % at 10 µM; 320,000 compounds, 0.065% hits;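 active means GFP response relative to DMSO above a set limit, near the screen mean plus 3 SD, cut at about 150% in these data; inconclusive means Fewer than 70 cells measured for a yeast strain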;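 further: ratio of well median GFP fluorescence to mean of DMSO wells on the plate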
# * = called active by the depositor; ? = inconclusive; . = no result given; + = active, no number.
SMILES,MEX-5 binding,GLD-1 TGE inh,BCLXL inh,VLA-4 inh,MCL1-BIM inh,GRK2 inh,Yeast superoxide,AGP1-GFP MLPCN,CIT2-GFP yeast
Cc1ccsc1C(=O)Nc1ccccc1N1CCOCC1,2.5,1.4,2.6,6.3,6.4,1.0,106.6,100.2,106.2
Cc1nc2ccccc2n1CC(=O)OCC(=O)Nc1ccc2c(c1)OCCO2,-2.3,-3.8,6.6,2.2,2.0,1.0,87.4,99.1,98.2
COc1nc(N)c(S(=O)(=O)c2ccccc2C)cc1C#N,-14.7,-2.1,-3.5,5.5,-9.6,1.0,112.2,100.3,106.2
O=S(=O)(NCCCN1CCOCC1)c1ccc(Cl)s1,-1.8,2.3,3.0,-5.0,2.2,0.0,94.8,95.8,91.1
Cc1cccc2cc(CN(CC(C)C)S(=O)(=O)c3ccccc3)c(=O)[nH]c12,3.4,2.0,6.0,1.8,-1.7,1.0,94.6,103.6,102.0
CCOC(=O)N1CCN(C(=O)C(=O)N/N=C/c2ccc(OC)cc2OC)CC1,-0.4,3.7,0.2,0.0,6.8,2.0,77.9,111.9,108.7
O=c1c([N+](=O)[O-])cccn1Cc1ccc(F)cc1Cl,-0.2,-10.3,5.8,7.2,1.6,0.0,91.4,116.0,111.3
COc1ccc(-c2cn3c(C)c(C(=O)NC(C)(C)C)sc3n2)cc1,2.8,-3.0,7.7,0.0,1.5,0.0,98.7,93.4,89.1
CCOCCCNC(=O)C1CCCN1C(=O)NC1CCCCC1 (stereo not given),0.5,2.8,2.1,-8.7,5.1,5.0,91.5,87.4,77.4
O=C(Cn1cc(C(=O)c2cccs2)c2ccccc21)NCc1cccs1,1.5,-3.1,9.1,5.0,3.5,0.0,100.1,108.0,106.5
CCN(CC(=O)Nc1c(F)cccc1F)C(=O)C1COc2ccccc2O1 (stereo not given),.,3.0,-0.2,6.3,1.6,2.0,99.2,101.5,103.9
Cc1ccc(NC(=O)CCC(=O)NNC(=O)COc2ccc([N+](=O)[O-])cc2)c(C)c1,.,.,.,-4.0,.,0.0,118.5,94.9,91.5
CC(C)(C)C(=O)CNS(=O)(=O)c1ccc(S(=O)(=O)NC2CCCC2)cc1,1.3,0.6,-3.1,-1.4,1.8,4.0,95.5,94.8,104.2
CN(CC(=O)Nc1ccccc1C(F)(F)F)C(=O)COc1cccnc1[N+](=O)[O-],-2.6,3.0,-4.1,9.1,-0.8,0.0,77.2,95.4,100.0
Cc1ccc(S(=O)(=O)NCCCn2ccnc2)cc1C(=O)NC(C)C,-1.8,1.4,5.3,-3.6,9.3,0.0,99.1,97.2,99.8
CC(C)(C)c1ccccc1NC(=O)CN1C(=O)NC(Cc2ccccc2)C1=O (stereo not given),2.4,6.4,-9.0,-20.7,-12.5,1.0,92.5,98.6,88.7
COc1cccc(C2CC(c3ccccc3)n3ncnc3N2)c1 (stereo not given),1.1,0.6,0.0,-2.4,-5.0,0.0,92.2,99.8,102.4
Nc1nc(Br)c2ccccc2c1-c1ccc(F)cc1,1.8,-3.7,1.8,-3.8,3.5,0.0,104.0,110.7,99.7
CCOC(=O)c1ccc(NC(=O)Nc2c(C)n(C)n(-c3ccccc3)c2=O)cc1,-1.0,5.0,6.8,-5.3,-0.7,1.0,98.8,108.8,107.6
O=C(CCC1CCCC1)Nc1cccc(Cc2ccncc2)c1,0.5,-1.0,7.6,-4.0,8.5,1.0,98.2,102.7,103.3
N#Cc1ccc(COC(=O)c2cnc(Cl)c(Cl)c2)cc1,-0.2,0.7,3.9,-17.4,2.3,4.0,106.3,98.2,95.2
Cc1nc2nc(Cc3ccccc3)nn2c(C)c1Cl,-2.5,-4.0,0.2,-18.2,1.8,1.0,108.6,101.3,98.0
N#CCCn1cnc2c(=S)nc[nH]c21,2.1,-4.0,7.1,-5.4,9.0,0.0,112.1,100.7,108.3
O=C(COC(=O)c1cnccn1)Nc1ccccc1-c1ccccc1,.,-2.4,-0.8,-28.3,-1.3,4.0,85.3,107.1,110.8
O=S(=O)(c1ccc(Cl)cc1)N1CCCN(c2ccc(C(F)(F)F)cn2)CC1,-1.2,3.8,-2.2,32.0,2.2,3.0,83.3,107.9,86.8
Cc1cc(C)cc(C(=O)NC(CC(N)=O)c2ccc(N3CCC(Cc4ccccc4)CC3)c([N+](=O)[O-])c2)c1 (stereo not given),2.1,3.0,-0.6,33.9,4.5,0.0,96.1,76.7,66.6
CC(C)Oc1ccc(CCc2n[nH]c(=S)n2Cc2ccccc2)cc1,-0.2,-4.0,-7.8,-1.2,-22.9,0.0,108.6,108.9,98.5
Cc1cccn2c(CNCCSc3nccn3C)c(C(=O)N3CCCCC3)nc12,1.2,-5.0,-1.2,0.1,0.5,0.0,90.2,107.4,112.1
N#Cc1c(-c2cccnc2)cc(-c2ccccc2)nc1N,0.7,-0.6,0.4,4.1,0.9,0.0,99.3,84.5,102.0
COc1ccc(C(=O)Nc2ccc3c(c2)nc(CCNC(=O)c2ccco2)n3C)cc1,0.9,-0.4,2.6,-3.3,-1.6,0.0,105.8,106.0,104.4
O=C(Nc1ccccc1)N1CCN(c2ncccn2)CC1,-0.8,6.9,0.0,-6.7,-3.6,0.0,95.6,101.8,98.5
Cc1ccc(N(C)C(=O)CC(C)S(=O)(=O)c2ccc3c(c2)NC(=O)CO3)cc1 (stereo not given),0.4,2.8,1.2,3.2,-4.4,2.0,80.4,92.5,90.8
NC(=O)C1=C[C@H](c2ccc(C(F)(F)F)cc2)C[C@H](OCCCCO)O1,-0.6,-3.7,2.7,-7.6,2.4,0.0,101.0,90.1,113.8
Cc1c(NC2(c3nnnn3-c3ccc(Br)cc3)CCCCC2)c(=O)n(-c2ccccc2)n1C,0.4,1.4,4.0,-12.1,0.2,3.0,97.0,99.2,102.2
COCCNc1nnc(SCC(=O)NC2CCCCC2)s1,.,2.6,-1.5,1.2,-1.6,0.0,84.1,93.2,93.3
O=C(C1CCCN(c2ncccn2)C1)N1CCc2ccccc21 (stereo not given),0.8,2.8,7.0,2.9,6.5,2.0,120.0,89.5,88.5
O=C(Nc1cccc([N+](=O)[O-])c1)Nc1ccc(Cl)cn1,-2.4,6.5,2.0,12.7,-0.5,1.0,95.4,104.4,91.6
O=C(NN=Cc1ccccc1C(=O)O)c1ccc(NS(=O)(=O)c2cccs2)cc1,.,5.8,.,11.5,.,0.0,104.2,107.6,102.9
CCc1[nH]nc(C(=O)N2CCCC(Nc3ccc(C(C)C)cc3)C2)c1C (stereo not given),-1.7,-2.1,-0.2,-0.9,-4.3,0.0,100.6,104.0,99.0
NS(=O)(=O)c1ccc(CNC(=O)C2(c3ccc(Cl)cc3)CC2)cc1,2.5,2.5,1.8,9.5,-2.0,0.0,108.7,103.4,97.0
CCCN(CCC)CCCNC(=O)c1ccc2c(Cl)c3c(nc2c1)CCC3,-2.0,-2.7,0.4,-17.4,9.4,0.0,93.8,111.9,117.7
Cc1ccc(-c2ccc(/C=C(\C#N)C(=O)Nc3cc(C)nn3-c3ccccc3)o2)cc1,?,120.2*,122.5*,-9.5,+,0.0,80.5,112.2,106.7
COc1ccc(CC(=O)N2CCN=C2SC)cc1,-0.7,4.5,4.8,13.4,1.9,2.0,105.2,101.9,99.8
COCCN1CC(=O)N(c2cccc(C)c2C)C(c2ccc(Cl)cc2)C1=O (stereo not given),-3.6,3.6,5.6,18.8,6.5,0.0,100.6,96.1,85.3
O=C(Nc1cccc2[nH]ncc12)c1ccc(F)cc1,2.2,-3.6,3.8,25.7,0.7,0.0,102.5,97.9,92.4
Cc1ccccc1Cn1cccc1/C=C1/C(=N)N2C=CSC2=NC1=O,-4.5,-44.1,6.7,-15.8,12.3,0.0,102.8,72.0,84.9
CCCN(CC1CC1)C(=S)Nc1ccc(C(C)=O)cc1,2.4,-2.1,-1.6,14.2,6.8,0.0,90.5,101.8,102.3
C/C(=C\c1ccccc1)C(=O)NCc1ccco1,1.2,-2.2,4.5,5.4,1.9,0.0,103.1,89.4,104.0
C=CCN=C1S/C(=C\c2ccc(Cl)cc2)C(=O)N1CC=C,-0.3,-4.5,2.6,-1.1,2.2,0.0,91.4,100.0,95.8
O=C(N/N=C/c1ccccc1C(F)(F)F)c1ccc2nc[nH]c2c1,-1.2,-7.2,1.5,18.6,-6.6,1.0,108.7,92.6,96.0
CCOc1cc(/C=N/Nc2nc(-c3cccc(S(=O)(=O)N4CCCC4)c3)cs2)ccc1O,0.1,4.4,14.1,18.9,7.5,1.0,96.0,109.1,118.2
CCC(SC1=N/C(=C/c2ccccc2OC)C(=O)N1c1ccccc1)C(=O)Nc1cc(C)on1 (stereo not given),0.7,-24.9,-1.4,-18.9,-6.5,0.0,109.2,82.9,98.9
NS(=O)(=O)c1cccc(NC(=O)CSc2nnc(-c3ccccc3F)n2C2CC2)c1,1.3,0.3,0.3,3.0,4.2,5.0,83.3,111.7,104.9
COc1ccccc1NC(=O)C1=C(C)Nc2nnnn2C1c1ccccc1OC (stereo not given),1.9,8.4,5.4,4.1,7.6,5.0,102.0,102.3,101.1
Cc1ccnc(NS(=O)(=O)c2ccc3c(c2)CCO3)c1,-0.9,1.4,6.6,11.6,8.6,0.0,101.0,114.5,99.0
CCOc1ccccc1N1CCN(C(=O)CC(C)C)CC1,-0.7,-1.8,0.5,5.0,-4.6,2.0,95.1,101.5,99.2
CCOC(=O)N/N=C/c1cccnc1,-0.6,-4.9,-0.8,1.4,1.8,4.0,89.3,?,?
CCOc1ccc(OCC)c(NC(=O)C2CCN(S(=O)(=O)c3cccc4nonc34)CC2)c1,-3.5,5.6,7.0,1.8,18.6,0.0,92.9,101.8,100.6
COc1ccc(CCNC(=O)CSc2ccc3nnc(CCNC(=O)c4ccccc4)n3n2)cc1OC,-4.7,5.2,1.6,13.2,5.0,2.0,99.3,96.4,101.5
O=[N+]([O-])c1ccc(-n2cccn2)c(-c2nn[nH]n2)c1,1.4,3.4,3.6,7.8,-1.6,1.0,121.5,92.1,85.7
CC(=O)NN1C(=O)c2ccccc2NC1c1ccc([N+](=O)[O-])o1 (stereo not given),-0.6,7.8,4.0,-11.0,6.6,0.0,107.0,101.0,92.4
CN(CCc1ccccn1)C(=O)c1ccc(OC2CCN(CCc3ccccc3)CC2)cc1,-12.9,1.4,6.8,-1.4,-3.3,0.0,101.7,91.5,100.7

# As entered above:
# O=C(Cn1cc(C(=O)c2cccs2)c2ccccc21)NCc1cccs1 in CIT2-GFP yeast is entered as 106.5
# CCN(CC(=O)Nc1c(F)cccc1F)C(=O)C1COc2ccccc2O1 (stereo not given) in GRK2 inh is entered as 2.0

# Source: PubChem BioAssay (several laboratories)
